Screening results: PubChem BioAssay, National Center for Advancing Translational Sciences (NCATS)
KDM5B inhibitor = Primary screen for KDM5B Histone Demethylases FDH-coupled qHTS | actives 2.6% (n = 220,000) | Potency, µM (doses to about 57.7 µM), for inactives: at the highest dose activity change, negative = inhibition, hits mostly inhibitors | Lysine-specific demethylase 5B (Homo sapiens), Q9UGL1 | KDM5B demethylase, FDH-coupled NADH fluorescence (FDH is formaldehyde dehydrogenase); active = well fitted inhibition curve with a large enough effect; inconclusive = small, poorly fitted or top-dose-only effect; inactive = no such curve, though single readings can be large or run the other way; also: 0% is about no effect; nearly all actives have a fitted effect of over 70% in size
Target sequence (Q9UGL1 whole entry, looked up): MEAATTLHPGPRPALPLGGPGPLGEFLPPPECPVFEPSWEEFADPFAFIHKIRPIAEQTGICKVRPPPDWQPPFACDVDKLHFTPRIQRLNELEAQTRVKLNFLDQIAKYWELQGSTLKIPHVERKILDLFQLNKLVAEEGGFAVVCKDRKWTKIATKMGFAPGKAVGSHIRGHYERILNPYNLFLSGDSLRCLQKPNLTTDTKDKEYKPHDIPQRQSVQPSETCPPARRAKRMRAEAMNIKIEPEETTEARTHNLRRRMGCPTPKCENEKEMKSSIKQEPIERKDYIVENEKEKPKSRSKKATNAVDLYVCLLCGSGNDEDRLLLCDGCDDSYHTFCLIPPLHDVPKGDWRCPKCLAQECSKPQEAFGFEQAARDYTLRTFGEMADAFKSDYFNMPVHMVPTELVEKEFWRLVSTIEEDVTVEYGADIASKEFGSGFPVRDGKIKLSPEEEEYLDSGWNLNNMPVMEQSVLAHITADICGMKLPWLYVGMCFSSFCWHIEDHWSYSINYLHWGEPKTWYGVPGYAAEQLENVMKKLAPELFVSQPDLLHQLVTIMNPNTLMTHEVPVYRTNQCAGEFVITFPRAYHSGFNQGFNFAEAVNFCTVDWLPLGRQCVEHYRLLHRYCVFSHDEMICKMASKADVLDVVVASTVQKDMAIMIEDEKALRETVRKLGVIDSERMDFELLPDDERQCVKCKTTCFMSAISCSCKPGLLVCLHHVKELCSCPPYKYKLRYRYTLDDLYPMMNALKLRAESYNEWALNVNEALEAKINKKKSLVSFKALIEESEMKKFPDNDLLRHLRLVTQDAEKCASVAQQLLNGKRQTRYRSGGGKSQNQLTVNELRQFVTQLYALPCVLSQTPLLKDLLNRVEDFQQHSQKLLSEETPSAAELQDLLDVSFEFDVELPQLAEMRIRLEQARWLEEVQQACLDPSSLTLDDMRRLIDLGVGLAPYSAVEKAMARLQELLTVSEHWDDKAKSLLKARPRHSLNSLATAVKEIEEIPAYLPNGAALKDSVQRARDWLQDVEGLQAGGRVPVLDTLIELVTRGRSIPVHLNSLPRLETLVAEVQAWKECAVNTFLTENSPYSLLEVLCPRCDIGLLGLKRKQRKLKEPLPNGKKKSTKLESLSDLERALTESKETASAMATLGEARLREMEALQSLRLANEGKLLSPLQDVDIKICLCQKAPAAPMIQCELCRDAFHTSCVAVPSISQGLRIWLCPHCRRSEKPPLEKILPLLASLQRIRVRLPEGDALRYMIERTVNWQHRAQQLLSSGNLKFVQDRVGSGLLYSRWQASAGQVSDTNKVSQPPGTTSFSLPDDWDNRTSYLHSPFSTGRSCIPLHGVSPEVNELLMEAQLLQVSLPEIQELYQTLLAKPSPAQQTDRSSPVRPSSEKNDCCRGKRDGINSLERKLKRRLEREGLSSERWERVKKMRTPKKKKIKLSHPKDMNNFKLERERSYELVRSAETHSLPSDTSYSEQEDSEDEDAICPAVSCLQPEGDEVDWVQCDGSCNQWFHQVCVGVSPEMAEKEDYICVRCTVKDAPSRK
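Compound dilutions met 200 nM (final) KDM5BΔAP for 10 min at room temperature before substrate addition. The substrate mix held 12.5 µM H3K4me3 with cofactors 25 µM α-ketoglutarate and 50 µM Fe²⁺. NADH signal gain over 30 min defined activity.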
* = called active by the depositor; i = inactive; ? = inconclusive; [ ] = another dose, or the depositor's remark. Potency is read from the fitted curve at half-maximal effect.

KDM5B inhibitor	smiles
10%	CN1CC(c2nc(C3CCOCC3)nn2CC(=O)O)CC1=O (centres undefined)
?	COCCN1C(=O)c2ccccc2NC1c1cc(OC)cc(OC)c1 (centres undefined)
-22%	CCn1cc(CN2CCc3nn(CCOC)c(=O)n3CC2)cn1
36%[activator]	CC(=O)Nc1cccc(C(=O)N2CCC(c3n[nH]c(=O)n3-c3ccccc3)CC2)c1
-11%	Cc1ccc(SCC(=O)Nc2ccc(O)c(-c3nc4cc(C)ccc4o3)c2)cc1
?	Cc1ccc(C(=O)NC(C(=O)N2CCCCC2)C2CCN(C(=O)C3CCCC3)CC2)cc1 (centres undefined)
8%	O=C(NC1CCCc2ccccc21)c1ccnc(Cl)c1 (centres undefined)
-28%	Cc1cc(S(=O)(=O)N2C[C@@H](F)C[C@H]2C(=O)N2CCc3ccccc3C2)ccc1Cl
18%	Cc1oc(-c2ccccc2)nc1CC(=O)NC1CC1
19%	CCC[C@H]1CN(C(=O)c2ccccc2Cc2ccc(C)cc2)C[C@@H]1N
19%	Cc1cc(Cl)ccc1OCc1nnc(SCc2ccc(Cl)c(Cl)c2)n1C
-7%	Cc1ccc(-n2c3c(cc(C#N)c2=O)C(=O)CC(c2ccccc2)C3)c(C)c1 (centres undefined)
7%	Cc1c(Cl)cccc1NC(=O)Cn1cnc(S(=O)(=O)N2CCOCC2)c1
-18%	COC(=O)c1ccc(NC(=O)N2CCC(CCOc3ccc(F)cc3)C2)cc1 (centres undefined)
?	Cn1cc(-c2ccccc2F)c2nc(COc3ccc(C(=O)O)cc3)cn2c1=O
3%	CCOc1ccc(C2NC(=O)N(CC)C3=C2C(=O)OC3)cc1 (centres undefined)
-15%	Cn1cc(CN2CCN(Cc3ccccc3)CC2)c(-c2cccc(Cl)c2)n1
10%	O=C(Nc1nc(C2CC2)cs1)C1CC(=O)N(Cc2ccccn2)C1 (centres undefined)
10%	Cc1ccnc(NS(=O)(=O)c2ccc(NS(C)(=O)=O)cc2)n1
35µM*	O=C(NCc1ccc(Cl)nc1)c1ccc2ccnn2c1
18%	COc1ccc(CC(=O)Oc2ccccc2Br)c(OC)c1
0%	O=C(Nc1cccc(F)c1)C1CCN(c2nc3ccccc3[nH]2)CC1
?	CCCCN(C)C(=O)c1cc(-c2ccc(C)cc2)cn1CC
8%	O=C(c1ccc(F)cc1)N1CCCC(C(=O)N2CCc3ccccc3C2)C1 (centres undefined)
24%	Cc1nc(-c2c3n(c(=O)n(Cc4cccc(F)c4)c2=O)CCCCC3)no1
3%	O=C(c1ccc(F)cc1)N1CCC(Cc2nc(-c3ccccc3)no2)CC1
15%	O=C1CCCCC(CNC(=O)c2ccoc2)N1 (centres undefined)
-17%	CCOC(=O)c1ccc(CN(Cc2ccc(F)cc2)S(=O)(=O)c2cc(C(=O)Nc3cccc(C(F)(F)F)c3)ccc2F)cc1
10%	O=C(C1CCc2ncc(-c3ccsc3)n2C1)N1CCC(Cc2ccccc2)CC1 (centres undefined)
?	CC(C)Nc1nc2c(S(=O)(=O)c3cccc(Cl)c3)nnn2c2ccsc12
i	O=c1[nH]cccc1-c1nc2ccccc2[nH]1
7%	CCOc1ccc(NC(=O)C2CCN(c3nc4ccccc4nc3OC)CC2)cc1
-16%	Fc1ccc(Oc2ncnc3c2oc2ccccc23)c(Cl)c1
4%	COc1ccc(N2CCCCS2(=O)=O)cc1S(=O)(=O)NCc1ccco1
16%	Cc1ccc(C)c(NC(=S)NC(=O)c2cncc(Br)c2)c1
-24%	O=C(c1cc2c(=O)oc3ccccc3c2s1)N1CCN(c2cccc(Cl)c2)CC1
-6%	Cc1noc(-c2nc(Cc3cccc(F)c3)no2)n1
19%	Cc1ccsc1CNCCN(C)C
?	CCN(c1ccccc1)S(=O)(=O)c1cc(Br)cc2c1N(C(=O)C1CC1)CC2
-10%	CC1CCCCN1c1nnc(NC(=O)Nc2ccccc2C(F)(F)F)s1 (centres undefined)
1%	CC(=O)N1CCN(c2ccccc2NC(=O)c2ccc(C#N)cc2F)CC1
-5%	Cc1cccc(-c2n[nH]c(-c3cccc(C)c3)c2C)c1
12%	CN1C2CCC1CC(NC(=O)c1cccc(C(F)(F)F)c1)C2 (centres undefined)
-6%	Cc1nc2nc(NC(=O)c3ccc(Cl)cc3)[nH]n2c(=O)c1Cc1ccccc1
?	CCCNC(=O)COC(=O)c1c2c(nc3ccccc13)CCC2
-21%	CCN(Cc1ccccc1)C(=O)Cn1c(=O)n(-c2ccc(C)c(C)c2)c(=O)c2c(C)c(C)sc21
10%	O=C(NCc1ccccc1Cl)C1CCN(c2ncnc3nc[nH]c23)CC1
?	CCc1cccc(-n2c(=O)c3cccnc3n2CC(=O)Nc2ccc(F)c(C)c2)c1
4%[149 µM]	CNC(=O)c1cnn2c1CN(C(=O)c1ccccc1)CC2
-20%	Cc1ccc(C)c(OCC(=O)Nc2ccc(S(=O)(=O)Nc3ncccn3)cc2)c1

Additional structures follow.
KDM5B inhibitor	smiles
21%[115 µM]	CC(=O)N1CCC2(CC1)CN(C(=O)c1c(C)noc1C)Cc1ccccc1O2
-23%	N#CCC(=O)c1ccc(N)cc1
-51%	COc1cccc(Nc2nc3c(S(=O)(=O)c4cc(C)ccc4C)nnn3c3ccsc23)c1
-8%	Cc1ccc(S(=O)(=O)NC[C@H]2O[C@@H](CC(=O)N3CCN(c4ccc(F)cc4)CC3)[C@H](O)[C@@H]2O)cc1
5%	COc1ccccc1CCNC(=O)C(=O)NCC(c1cccs1)S(=O)(=O)c1ccc(C)cc1 (centres undefined)
?	CCOC(=O)c1scc(-c2ccccc2)c1S(=O)(=O)Nc1cc(Cl)c(OC)cc1OC
?	CCOc1ccc(NC(=O)CN2CCN(S(=O)(=O)c3ccc(OC)cc3)CC2)cc1
-6%	COc1ccc(CNC(=O)c2cnn3c(C)c(Cc4ccc(F)cc4)c(C)nc23)cc1
-1%	CCCc1noc(C(C)Sc2cc(C(N)=O)c3ccccc3n2)n1 (centres undefined)
15%	CCOc1ccc(C2c3c(oc4ccc(C)cc4c3=O)C(=O)N2Cc2ccc3c(c2)OCO3)cc1OC (centres undefined)

4 entries from above in a different format.
smiles: Cc1nc2nc(NC(=O)c3ccc(Cl)cc3)[nH]n2c(=O)c1Cc1ccccc1
  KDM5B inhibitor = -6%

smiles: CCCNC(=O)COC(=O)c1c2c(nc3ccccc13)CCC2
  KDM5B inhibitor = ?

smiles: CCOc1ccc(NC(=O)C2CCN(c3nc4ccccc4nc3OC)CC2)cc1
  KDM5B inhibitor = 7%

smiles: Cc1ccc(C)c(NC(=S)NC(=O)c2cncc(Br)c2)c1
  KDM5B inhibitor = 16%

Further compounds.
KDM5B inhibitor	smiles
-40%	Cc1ccc(-n2cc(CN3CCn4nc(C(O)c5nccn5C)cc4C3)cn2)cc1 (centres undefined)
?	CCCCc1cc(=O)oc2cc(OCC(=O)N(CC)CC)ccc12
12%	COc1ccccc1OC(=O)c1ccccc1C
8%	CC(O)CNc1nc2c(c(=O)n(C)c(=O)n2C)n1Cc1ccc(Br)cc1 (centres undefined)
-9%[115 µM]	CNC(=O)c1onc(-c2ccc(OC)cc2)c1[C@H](C)O
?	CC1CCc2nn3ccn(CC(=O)Nc4ccccc4)c(=O)c3c2C1 (centres undefined)
31%[activator]	CC1CCN(CC(=O)NC(c2cccs2)C(C)C)CC1 (centres undefined)
-10%	Cc1ccc(CN(C(=O)CCc2cccs2)C2CC2)cc1
-14%	CC(C)(C)c1ccc(C(=O)N2CCN(C/C=C/c3ccccc3)CC2)cc1
38%	Cc1nc([N+](=O)[O-])cn1CC(O)c1ccccc1 (centres undefined)

Marked active in KDM5B inhibitor, of those listed so far:
KDM5B inhibitor	smiles
35µM*	O=C(NCc1ccc(Cl)nc1)c1ccc2ccnn2c1

Remaining list, next part:
KDM5B inhibitor	smiles
-7%	COc1ccc(CCC(=O)NCCc2ncc(C)n2C2CCC2)cc1
-2%	COc1ccc(-c2noc(-c3nc(C)no3)n2)cc1
-7%	COC(=O)[C@H](NC(=O)[C@@H]1[C@@H](NC(=O)Nc2ccc(F)cc2F)CCN1C(=O)c1cnccn1)C(C)C
10%	COc1cccc(CNS(=O)(=O)c2ccc(S(=O)(=O)NC3CC3)cc2)c1
-22%	Cc1ccc(C(=O)/C=C/c2cccc(/C=C/C(=O)c3ccc(C)o3)c2)o1
-19%[86.2 µM]	CCN1C[C@@H]2C(C(=O)Nc3cccc(Cl)c3)=NO[C@@H]2C1
i	CN(c1cc(=O)c2ccnc(-c3ccccc3Oc3ccccc3)c2o1)C1CCOCC1
?	CN1CCN(c2ccccc2NC(=O)c2ccc(-c3cccc(Cl)c3)o2)CC1
?	CCOC(=O)C(CNC(=O)c1nccnc1N)Cc1ccccc1 (centres undefined)
?	Cc1ccc(CN(C)C2CCc3nn(C)c(=O)n3CC2)o1 (centres undefined)

Grouped by structure: those above with an aryl thioether with sulfur outside any ring (3)
KDM5B inhibitor	smiles
-11%	Cc1ccc(SCC(=O)Nc2ccc(O)c(-c3nc4cc(C)ccc4o3)c2)cc1
19%	Cc1cc(Cl)ccc1OCc1nnc(SCc2ccc(Cl)c(Cl)c2)n1C
-1%	CCCc1noc(C(C)Sc2cc(C(N)=O)c3ccccc3n2)n1 (centres undefined)

(continued)
KDM5B inhibitor	smiles
-5%	Cc1ccc(Cn2cc(S(=O)(=O)c3cccc(Cl)c3)c(=O)c3cc(F)c(N4CCOCC4)cc32)cc1
-22%	CCN(C(=O)c1cn(CC(C)C)c(=O)c2cc(OC)c(OC)cc12)c1cc(OC)ccc1OC
18%	CC(=O)N/N=C(\C)C1CC2CCC1C2 (centres undefined)
20%	COc1ccc(NS(=O)(=O)c2cccc3nsnc23)cc1Cl
?	CCc1ccc(NC(=O)c2cc(S(=O)(=O)NC3CCCC3)ccc2F)cc1
-25%	COc1ccc(CNC(=O)c2c(C)noc2-c2ccc(OC)cc2)cc1
7%	Cc1ccc(-c2nn(CCC(=O)N3CCOCC3)c(=O)c3ccccc23)cc1
?	Cc1ccc(NC(=O)CSC2=Nc3ccccc3C3=NC(Cc4ccccc4)C(=O)N23)cc1C (centres undefined)
21%	Cc1oc(-c2cccc(Cl)c2)nc1CSCC(=O)NCc1ccccc1Cl
-2%	O=C(Cn1nc2c(cc1=O)CCCC2)Nc1ccc(N2CCCS2(=O)=O)cc1

4 compounds out of the list, arranged by number of heavy atoms, rising:
KDM5B inhibitor	smiles
?	CCc1ccc(NC(=O)c2cc(S(=O)(=O)NC3CCCC3)ccc2F)cc1
-2%	O=C(Cn1nc2c(cc1=O)CCCC2)Nc1ccc(N2CCCS2(=O)=O)cc1
?	Cc1ccc(NC(=O)CSC2=Nc3ccccc3C3=NC(Cc4ccccc4)C(=O)N23)cc1C (centres undefined)
-5%	Cc1ccc(Cn2cc(S(=O)(=O)c3cccc(Cl)c3)c(=O)c3cc(F)c(N4CCOCC4)cc32)cc1

New compounds follow:
KDM5B inhibitor	smiles
35µM*	O=C1COc2ccc(N3CCCC3)nc2CN1Cc1ccccc1
?	Cc1nn(CC(=O)NC2CCCCC2)c(=O)c2nc(C(C)C)sc12
-10%	CN1C2CCC1CC(OC(c1ccccc1)c1ccccc1)C2 (centres undefined)
-5%	O=C(CSc1nnc(-c2ccc(Br)cc2)n1-c1ccccc1)c1ccccc1
35µM*	Cc1noc(C)c1-c1cc2cc(CO)oc2c(-c2ccc([S+](C)(=O)[O-])cc2)n1
-9%	CC(=O)Nc1ccc(OCC(=O)N2CCC(C)CC2)nc1
?	O=C(CCC[C@H]1NC[C@@H]2CC1CN(Cc1ccccc1)C2)N1CCOCC1
?	Cc1ccc(C)c(C(=O)/C=C/Nc2ccc(N(C)C)cc2)c1
-5%	CNC(=O)C1CCN(C(=O)c2ccc(C)cc2)CC1
-23%[86.2 µM]	CN(C)c1ccc(CN[C@H]2[C@H](O)[C@@H](N(C)CCc3ccccn3)[C@@H]3OC[C@H]2O3)cc1
-21%	Cc1noc(C)c1CC(=O)N(C)C1CCc2nnc(C)n2CC1 (centres undefined)
13%[149 µM]	COc1ccccc1-c1nnc2n1C(C(=O)N1CCOCC1)CC2 (centres undefined)
?	COc1ccc(-c2ccc(COc3ccc4c(cnn4CCC(=O)O)c3)cc2)c(C)c1
11%	CCCCNC(=O)c1ccc(Cl)cc1
-7%	Cc1ccc2nc(N3C(=O)C(O)=C(C(=O)c4ccco4)C3c3ccc(O)cc3)sc2c1 (centres undefined)
26%	C=CCC1(OC)CCN(C(=O)c2cnn3cc(CN(CC)CC)cnc23)CC1
12%[115 µM]	Cn1cccc1CN1CCC2(CC(c3cccc(C(F)(F)F)c3)=NO2)C1 (centres undefined)
35µM*	COc1ccc(Nc2ncc(-c3cnn(C)c3)c3c2OCC3)cc1
-6%[86.2 µM]	COc1cc(-c2ccnc(-c3nnc(C)n3Cc3ccccc3)c2)ccn1
?	COc1cc(NC(=O)Cn2c(=O)n(Cc3ccccc3OC)c(=O)c3cccnc32)cc(OC)c1
31%[activator]	CCc1ccc(C(=O)CC(c2ccccc2)C2CCCCC2=O)cc1 (centres undefined)
26%	Cc1ccc(SC(C)C(=O)NN=C2CCC(C(C)(C)C)CC2)cc1 (centres undefined)
-11%	COc1ccc(Cl)cc1NC(=O)Cn1nc(-c2ccc(C)c(C)c2)ccc1=O
-9%	CCOc1ccc2oc(=O)c(-c3ccc(OC)cc3)c(C)c2c1

This is a subset; the hit share may differ from the screen's.
